p97 ATPase inh – human p97 ATPase inhibition | P55072 | recombinant p97 ATPase, Kinase-Glo ATP luminescence, 3 h | inhibition, % at 8 µM | hit rate 0.42% among 220,000 | AID 1481; in the data active = inhibition above about 15%;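 note: 0% = DMSO vehicle and 100% = wells lacking enzyme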
Mdm2 ligase inh – inhibitors of human Mdm2 E3 ubiquitin ligase; Q00987; cell-based MDM2 ubiquitination luciferase reporter, 2 h; 0 = plate control, 100 = twice control, blank-subtracted; signal enhancement, % at 5 µM; hit rate 0.11% among 210,000;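 active = signal enhancement of 30% or more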;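 note: luminescence tracks abundance of the self-degrading MDM2-luciferase fusion protein; higher signal means inhibition of MDM2 E3 ligase activity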
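Assay system: stable mammalian line carrying autodegrading MDM2–luciferase fusion reporter; Input: 2000 cells in each well; Compound dosing: single-point 5 µM; Schedule: 2 h compound exposure at 37 °C; Signal: SteadyLite luciferase luminescence after 15 min room-temperature reagent incubation; Evaluation: % luminescence enhancement versus blank-corrected plate control mean; Benchmarks: plate controls and plate blanks.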
hK5 inh – inhibitors of human kallikrein 5. Q9Y337. AID 873. hit rate 0.59% among 210,000. inhibition, % at 5 µM. recombinant hK5, fluorogenic AMC substrate cleavage;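 active = inhibition of 40% or more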;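 note: 0% = enzyme controls without compound and 100% = no-enzyme blanks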
Target sequence (Q9Y337 67-293 limits assumed): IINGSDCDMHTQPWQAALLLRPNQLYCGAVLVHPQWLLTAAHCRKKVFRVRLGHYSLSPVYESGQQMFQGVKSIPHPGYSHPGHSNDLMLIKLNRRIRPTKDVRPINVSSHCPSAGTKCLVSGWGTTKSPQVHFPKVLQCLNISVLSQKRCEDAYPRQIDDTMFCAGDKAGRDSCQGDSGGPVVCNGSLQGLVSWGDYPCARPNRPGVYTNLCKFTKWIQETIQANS
Rad51 HR inh – blocks human Rad51 in homologous recombination | Q06609 | hRad51 DNA strand exchange, fluorescence dequenching | inhibition, % at 10 µM | hit rate 0.085% among 200,000;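 active = inhibition above 40% at the single screening dose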;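 note: 0% = DMSO control wells and 100% = blanks with heterologous ssDNA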
Target sequence (Q06609 whole entry, looked up): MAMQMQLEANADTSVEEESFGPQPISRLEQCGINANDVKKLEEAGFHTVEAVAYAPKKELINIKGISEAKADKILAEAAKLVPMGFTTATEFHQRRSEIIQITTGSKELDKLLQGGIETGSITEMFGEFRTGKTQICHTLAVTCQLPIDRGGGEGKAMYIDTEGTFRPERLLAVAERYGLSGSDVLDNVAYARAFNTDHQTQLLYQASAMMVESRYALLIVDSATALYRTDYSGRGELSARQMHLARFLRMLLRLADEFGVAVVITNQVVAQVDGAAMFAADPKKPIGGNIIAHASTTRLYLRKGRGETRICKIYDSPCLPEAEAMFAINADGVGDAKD
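Read-out basis: percent inhibition relative to plate controls and blanks / Assay system: human Rad51 nucleoprotein filaments preassembled on unlabelled ssDNA / Timing: filaments 15 min 37 °C, then compound 30 min / Control set: per-plate controls and blanks / Technique: fluorescence dequenching at 485/520 nm / Compound: 10 µM final, single point / Also added: Fluorescein- and BHQ1-tagged 47-mer duplex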
FXIIa inh – factor XIIa (human) inhibition; purified FXIIa, Boc-QGR-AMC fluorogenic substrate, 2 h; inhibition, % at 5 µM; hit rate 0.3% among 220,000; AID 800; in the data active = inhibition above about 40%;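 note: 0% = enzyme with no compound and 100% = blank without enzyme; many of its hits are not listed in these tables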
Wee1 degr inh – blocks degradation of human Wee1 kinase. P30291. HeLa Luc-Wee1K328M stability, luciferase luminescence; 100% = proteasome inhibitor MG132 effect. reporter increase, % at 5 µM. hit rate 1.2% among 220,000. AID 1321;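 active = activation above the mean of all tested compounds plus 3 SD, set per screening run, cut at about 8.8% in these data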;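 note: cells exposed to compound for 20 h before luminescence read; 0% = DMSO alone and 100% = MG132 at 30 µM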
eIF4E-4G inh – eIF4E/eIF4G interaction inhibition in translation initiation; TR-FRET eIF4E-eIF4GI(517-606) binding, 2 h; inhibition, % at 21.7 µM; hit rate 0.37% among 220,000; AID 782;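 active = inhibition above about 30%, limit read from the data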;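 note: 0% = full FRET control wells and 100% = background wells lacking eIF4GI fragment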
FXIa inh 1536 – factor XIa (human) inhibition | P03951 | purified FXIa, Boc-Glu-Ala-Arg-AMC fluorogenic substrate | inhibition, % at 5 µM | hit rate 0.14% among 220,000;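 active = inhibition of at least 40%; inactive = inhibition below 40%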;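 note: fluorescence of freed AMC excited at 355 nm; 0% = enzyme without compound and 100% = no enzyme blank; many of its hits are not listed in these tables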
14-3-3 Bad inh – disrupts binding of bovine 14-3-3 zeta to phospho-Bad peptide; P63103; TR-FRET 14-3-3zeta/Dy647-pBad peptide displacement, 1 h; inhibition, % at 21.7 µM; hit rate 0.71% among 220,000; AID 781;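 active = inhibition above about 70%, limit read from the data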;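 note: 0% = full 14-3-3 plus peptide FRET controls and 100% = background without 14-3-3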
Target sequence (P63103 whole entry, looked up): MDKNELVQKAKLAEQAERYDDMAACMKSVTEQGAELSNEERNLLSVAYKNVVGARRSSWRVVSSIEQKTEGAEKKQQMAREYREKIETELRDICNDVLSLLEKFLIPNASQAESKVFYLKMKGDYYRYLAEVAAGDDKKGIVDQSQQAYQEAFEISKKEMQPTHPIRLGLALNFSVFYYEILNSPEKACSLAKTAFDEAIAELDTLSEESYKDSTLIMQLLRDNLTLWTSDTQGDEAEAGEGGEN
Starred values were filed as active, the others as inactive; . = not tested or not shown; [ ] = another dose, or the depositor's remark.

SMILES	p97 ATPase inh	Mdm2 ligase inh	hK5 inh	Rad51 HR inh	FXIIa inh	Wee1 degr inh	eIF4E-4G inh	FXIa inh 1536	14-3-3 Bad inh
Cc1nonc1NC(=O)OC1CCCCC1	-3	-10	-2	-6	-1	0	-3	-5	-2
O=C(CC1OC(=O)c2ccccc21)c1ccco1 (configuration not stated)	-5	9	5	1	11	1	4	6	4
O=C(Nc1nnc(C2CCCCC2)s1)c1ccco1	3	-9	-8	14	10	-1	-9	6	2
OCCNc1cnc2ccccc2n1	8	-11	10	3	3	2	-3	-2	-7
O=c1cnnc(N/N=C/c2c[nH]c3ccccc23)[nH]1	2	-42	-16	-5	1	-1	-5	4	-6
Cc1ccc(Nc2cc(=O)n(C3CCCCC3)c(=O)[nH]2)cc1C	-3	-10	4	3	-2	1	-1	7	-13[fluorescence artefact?]
CCNC(=S)N/N=C/c1cccs1	-2	-14	-38	-6	22	-2	3	16	-9
COc1cc2nc(C3CCC3)n(NC(=O)COc3ccccc3)c(=O)c2cc1OC	-6	-26	-8	1	7	-2	5	-6	-5
COc1ccc(OC)c(C2=NOC(C(=O)Nc3c(C)n(C)n(-c4ccccc4)c3=O)C2)c1 (configuration not stated)	.	-10	-2	3	7	.	-19	0	-6
COc1ccc(-n2c(CNC(=O)c3cc(OC)c(OC)c(OC)c3)n[nH]c2=S)cc1	4	-9	-3	-7	20	-1	1[fluorescence artefact?]	2	-4[fluorescence artefact?]
O=c1oc2cc(O)ccc2c2c1CCCC2	0	-4	-466	1	-8	2	6	-7	-14
O=S(=O)(NCCc1ccccc1)c1cccc2nsnc12	-1	-14	5	6	-9	2	0	-8	-11
CC1(C)CC(=O)C=C(NNC(=O)c2ccccc2O)C1	-8	-23	-34	96*	60*	-2	5[fluorescence artefact?]	32	-8[fluorescence artefact?]
COc1ccc(Br)cc1S(=O)(=O)NNC(=O)c1c(C)nc2ccccn12	6	1	6	-2	6	-1	-3	-1	-7
COc1ccc(NC(=O)CN2CCN(CC(=O)Nc3ccccc3Cl)CC2)cc1	-1	-18	-9	1	7	0	11[fluorescence artefact?]	-5	-5[fluorescence artefact?]
CC1=CC2=NC(=O)/C(=C\c3cc(C)n(-c4ccc(F)cc4)c3C)C(=N)N2O1	-7	-5	36	-14	5	1	2[fluorescence artefact?]	13	8
COc1ccccc1NC(=O)Cc1noc(CSc2nnc(C(F)(F)F)n2C)n1	-2	-14	5	-4	16	2	-2	11	9
NN1C(=O)/C(=C\c2ccco2)SC1=S	0	1	-1	-6	12	3	0	5	2
Cc1cccnc1NC(=O)c1csnn1	4	-19	2	8	10	0	-5	-4	3
Cc1ccc(NC(=O)CSC(C)C(=O)NCCc2ccccn2)cc1 (configuration not stated)	3	-1	-2	-8	4	6	1	-3	0

A draw from above in order of heavy-atom count, highest first:
SMILES	p97 ATPase inh	Mdm2 ligase inh	hK5 inh	Rad51 HR inh	FXIIa inh	Wee1 degr inh	eIF4E-4G inh	FXIa inh 1536	14-3-3 Bad inh
COc1ccc(OC)c(C2=NOC(C(=O)Nc3c(C)n(C)n(-c4ccccc4)c3=O)C2)c1 (configuration not stated)	.	-10	-2	3	7	.	-19	0	-6
COc1cc2nc(C3CCC3)n(NC(=O)COc3ccccc3)c(=O)c2cc1OC	-6	-26	-8	1	7	-2	5	-6	-5
COc1ccc(NC(=O)CN2CCN(CC(=O)Nc3ccccc3Cl)CC2)cc1	-1	-18	-9	1	7	0	11[fluorescence artefact?]	-5	-5[fluorescence artefact?]
CC1=CC2=NC(=O)/C(=C\c3cc(C)n(-c4ccc(F)cc4)c3C)C(=N)N2O1	-7	-5	36	-14	5	1	2[fluorescence artefact?]	13	8
COc1ccc(Br)cc1S(=O)(=O)NNC(=O)c1c(C)nc2ccccn12	6	1	6	-2	6	-1	-3	-1	-7
Cc1ccc(NC(=O)CSC(C)C(=O)NCCc2ccccn2)cc1 (configuration not stated)	3	-1	-2	-8	4	6	1	-3	0
Cc1ccc(Nc2cc(=O)n(C3CCCCC3)c(=O)[nH]2)cc1C	-3	-10	4	3	-2	1	-1	7	-13[fluorescence artefact?]
O=S(=O)(NCCc1ccccc1)c1cccc2nsnc12	-1	-14	5	6	-9	2	0	-8	-11
CC1(C)CC(=O)C=C(NNC(=O)c2ccccc2O)C1	-8	-23	-34	96*	60*	-2	5[fluorescence artefact?]	32	-8[fluorescence artefact?]
O=c1cnnc(N/N=C/c2c[nH]c3ccccc23)[nH]1	2	-42	-16	-5	1	-1	-5	4	-6
O=C(CC1OC(=O)c2ccccc21)c1ccco1 (configuration not stated)	-5	9	5	1	11	1	4	6	4
O=c1oc2cc(O)ccc2c2c1CCCC2	0	-4	-466	1	-8	2	6	-7	-14
Cc1cccnc1NC(=O)c1csnn1	4	-19	2	8	10	0	-5	-4	3
OCCNc1cnc2ccccc2n1	8	-11	10	3	3	2	-3	-2	-7
CCNC(=S)N/N=C/c1cccs1	-2	-14	-38	-6	22	-2	3	16	-9

Part of the list above, with two lines to a compound:
The line under a structure holds: p97 ATPase inh	Mdm2 ligase inh	hK5 inh	Rad51 HR inh	FXIIa inh	Wee1 degr inh	eIF4E-4G inh	FXIa inh 1536	14-3-3 Bad inh
> Cc1ccc(NC(=O)CSC(C)C(=O)NCCc2ccccn2)cc1 (configuration not stated)
    3	-1	-2	-8	4	6	1	-3	0
> O=S(=O)(NCCc1ccccc1)c1cccc2nsnc12
    -1	-14	5	6	-9	2	0	-8	-11

(listing goes on)
SMILES	p97 ATPase inh	Mdm2 ligase inh	hK5 inh	Rad51 HR inh	FXIIa inh	Wee1 degr inh	eIF4E-4G inh	FXIa inh 1536	14-3-3 Bad inh
CC(C)(C)c1nc(SCC(=O)N2CCCC2)c2ccccc2n1	-24	-9	-2	-1	3	2	-1	-7	-4
CCOC(=O)C1Sc2[nH]c(=O)sc2C(c2ccc(Cl)cc2)C1C(=O)OCC (configuration not stated)	1	-2	-18	3	5	-2	6	-3	-9
O=c1[nH]c(CSc2nc(-c3ccc(F)cc3)cs2)nc2ccccc12	5	1	-19	-3	6	-3	-1	4	-8
O=C(CN1CCC(C(=O)c2ccc(F)cc2)CC1)Nc1ccccc1	-1	-7	-29	9	1	3	-2	-4	-6
O=S(=O)(c1cccs1)N1CCc2ccccc21	1	-22	-8	0	10	-2	-5	1	-3[fluorescence artefact?]
COc1cc2c(cc1NC(=O)c1cccnc1)CCCC2	-5	-8	-12	-8	3	-3	-1	6	-1
COc1ccc(C(=O)CSc2nnc(-c3ccco3)o2)cc1	-2	-11	-3	-3	3	-4	4	-4	8
CCOc1ccc(OCCOCCN2CCOCC2)cc1	-5	-13	-2	4	-5	-2	.	-12	.
Cc1cc(C)c(S(=O)(=O)Nc2ccc(N3CCOCC3)cc2)c(C)c1	3	.	3	1	15	1	-4	4	-3
O=c1cc(CN2CCN(c3ccc(F)cc3)CC2)c2cc3c(cc2o1)CCCC3	4	-15	40*	-7	27	3	-16	18	0
Cc1ccc(NC(=O)COC(=O)C2CC2C)c(S(=O)(=O)N2CCCCC2)c1 (configuration not stated)	-8	-17	-4	2	23	3	8	16	0
COc1ccc2nc(NC(=O)c3cccc(OCc4c(C)noc4C)c3)sc2c1	4	-1	-58	.	4	-1	3[fluorescence artefact?]	2	-7
Cc1ccc(N(CC(=O)Nc2cc(Cl)ccc2Oc2ccccc2)S(C)(=O)=O)c(C)c1	-2	0	-1	16	15	-3	2	9	-1
CCOC(=O)c1ccccc1-n1nnnc1C	3	-18	0	5	2	4	-2	-1	5
CN1C(=O)CS/C1=N\NC(=O)COc1cccc2cccnc12	3	-6	-4	14	0	-1	5	-6	-14
O=c1[nH]n2c(-c3ccccc3)nc(O)c2c2ccccc12	3	8	7	.	2	3	1	-3	-1
O=C(NNS(=O)(=O)c1ccc(C(=O)NC2CCCC2)cc1)c1ccncc1	7	-11	5	2	12	5	1	2	4
Nc1nc(NCc2ccco2)nc(N2CCOCC2)c1[N+](=O)[O-]	10	6	3	.	7	-1	-2	2	-1
C=C(C)C1CC=C(CN2CCC(O)CC2)CC1 (configuration not stated)	2	-9	0	-1	7	-1	4	-1	35
COCCNC(=O)/C(C#N)=C/c1ccc(O)cc1	-4	.	6	4	8	2	-4	0	3
CCOc1ccccc1CN1CCN(Cc2cccc3c2OCO3)CC1CCO (configuration not stated)	-1	-1	-2	1	5	1	2	-2	-10
Cc1ccc(CN(Cc2ccco2)C(=S)NCC(=O)NCc2cccnc2)cc1	-2	-8	-6	-2	3	0	-4	-4	-5
O=C(CCN1C(=O)/C(=C/c2cccc(Br)c2)SC1=S)NNC(=O)c1cccnc1	-1	8	-137	0	14	4	0	-3	50[fluorescence artefact?]
COC(=O)c1ccc(NC(=S)Nc2cccc(C)n2)cc1	1	-9	-3	-9	2	1	0	-2	0
CCOc1ccc(C(=O)CSCC(=O)O)cc1	0	-4	-14	1	-2	0	5	-8	-12
O=C(c1cc(=O)c2ccccc2o1)N1CCN(c2ccccc2)CC1	2	-10	-11	-1	-2	-2	-5	-12	-1
CN(C)c1ccc2c(c1)Sc1cc(N(C)C)ccc1N2C(=O)c1ccccc1	11	-4	-2	-4	4	-1	3	1	-12
CC(NC(=O)c1ccc(S(=O)(=O)N(C)C)cc1)c1ccccc1 (configuration not stated)	1	-15	-35	5	-7	-3	-4	-1	-9[fluorescence artefact?]
CC(=O)c1cccc(NC(=O)COC(=O)[C@@H](NC(=O)OCc2ccccc2)C(C)C)c1	0	-11	-7	-4	5	0	3[fluorescence artefact?]	-1	6
COc1ccccc1C(=O)Nc1ccc2c(c1)nc(CCNC(=O)c1ccccc1)n2C	-2	-17	5	0	3	1	1	-11	0
CCn1c(O)c(/C=N/n2cnnc2)sc1=S	7	-12	3	-5	0	-3	1	-12	24
Cc1ccc(C(=O)CSc2nc3c([nH]2)c(=O)n(C)c(=O)n3C)cc1	3	-5	-5	-3	5	-1	-3	-11	-8
CCOC(=O)CSc1n[nH]c(NC(=O)c2cccc(C(F)(F)F)c2)n1	-1	-1	39	3	15	0	6	-8	-16
Cc1cc(Cc2ccc(N)c(C)c2)ccc1N	6	-1	2	19	6	-2	1	0	-3
COc1ccc(NC(=O)Nc2cccc(C(=O)N3CCOCC3)c2)cc1OC	-2	-16	2	7	-2	-1	3[fluorescence artefact?]	-6	3
COc1ccc(C(=O)CSc2nc(C)cc(=O)[nH]2)cc1	4	-14	-10	-4	-5	-4	-13[fluorescence artefact?]	8	-205
N#CC1(C#N)C(c2ccccc2)OC23CCCCC2C1(C#N)C(=N)O3 (configuration not stated)	3	.	-22	.	7	4	0	1	-8
Cc1sc2nc(SCC(=O)NCc3ccco3)[nH]c(=O)c2c1C	4	-13	-13	-2	9	5	-2	-1	9
CCOC(=O)Cc1csc(NC(=O)CCN2C(=O)c3ccccc3C2=O)n1	-2	-7	3	0	6	-2	3	3	12
Oc1ccc(Br)cc1/C=N/N1CCN(Cc2ccccc2)CC1	-2	-9	-13	-8	3	1	-10	-6	-10
